# BAZ2B block: qHTS Assay for Inhibitors of BAZ2B; actives 4.4% (n = 360,000); Potency, µM (titrated, usually from 114 µM), for the others: at the highest dose activity change, negative = inhibition, usual class: inhibitors; Bromodomain adjacent to zinc finger domain protein 2B (Homo sapiens), Q9UIF8; AlphaScreen BAZ2B-H3K14Ac peptide displacement; also: potency is read from the fitted curve at half-maximal effect; % is scaled to controls: 0 for no effect and ±100 for the full control effect; nearly all actives have a fitted effect of over 60% in size
#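 Compounds, titrated to a top concentration of 110 uM, were incubated 30 min at room temperature with preformed BAZ2B/acetyl-K14 H3 peptide complex (50 nM each). Proximity signal was measured by AlphaScreen after 20 min with beads.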
# PGK inhibitor: qHTS Assay to Find Inhibitors of Phosphoglycerate Kinase. Phosphoglycerate kinase, glycosomal (Trypanosoma brucei brucei), P07378. PGK/GAPDH coupled, Kinase-Glo luminescence, 60 min. Potency, µM (titrated, usually from 57.5 µM), for inactives: at the top dose activity change, negative = inhibition, usual class: inhibitors. actives 0.043% (n = 380,000). AID 602233, 2012; also: potency is read from the fitted curve at half-maximal effect; % is scaled to controls: 0 for no effect and ±100 for the full control effect; nearly all actives have a fitted effect of over 60% in size
#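 Recombinant glycosomal PGK reaction used 1,3-bisphosphoglycerate generated in-well by GAPDH (100nM final) in 100mM TEA pH 7.6, 5mM MgCl2, 0.01% Tween-20. After 60 minutes at room temperature, ATP was read by Kinase-Glo Plus luminescence end-point.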
# POLH inh: qHTS for Inhibitors of Polymerase Eta; AID 588591, 2011; Potency, µM (highest dose often 114 µM), inactives show at the top dose activity change, negative = inhibition, most hits filed as inhibitors; actives 1.2% (n = 390,000); recombinant Pol eta, fluorescent DNA replication assay; also: potency is read from the fitted curve at half-maximal effect; % is scaled to controls: 0 for no effect and ±100 for the full control effect
#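 Pol eta (10 nM) was preincubated with compounds for 15 min at room temperature, after which fluorescent replication substrate (50 nM final) was added to start the reaction. Fluorescence was read kinetically at 0 and 10 min.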
# Pin1 inh: qHTS Assay to Find Inhibitors of Pin1 | Peptidyl-prolyl cis-trans isomerase NIMA-interacting 1 (Homo sapiens), Q13526 | Potency, µM (doses to about 115 µM), for inactives: at the highest dose activity, negative = inhibition, actives largely listed as inhibitors | actives 0.009% (n = 390,000) | Pin1 FP peptide displacement, HiFluor488, 10 min; active = well fitted inhibition curve with a large enough effect in the polarisation, with a control signal flat, not every such curve was filed as active; inconclusive = small, poorly fitted or top-dose-only effect, or effect the other way, or a change in a side signal; inactive = no such curve, though single readings can be large or run the other way; the % refers to the polarisation; also: potency is read from the fitted curve at half-maximal effect; % is scaled to controls: 0 for no effect and ±100 for the full control effect
# GLS inhibitor: qHTS for Inhibitors of Glutaminase (GLS). Potency, µM (titrated, usually from 45.5 µM), for inactives: at the highest dose activity change, negative = inhibition, most hits filed as inhibitors. AID 624170, 2012. GLS enzymatic activity, qHTS titration. actives 0.21% (n = 410,000). Glutaminase kidney isoform, mitochondrial (Homo sapiens), O94925; also: potency is read from the fitted curve at half-maximal effect; % is scaled to controls: 0 for no effect and ±100 for the full control effect
#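 Compounds were pin-transferred onto hKGA, after which L-glutamine (1 mM solution) and a detection mix of glutamate oxidase, HRP and Amplex Red were added. Initial and 30 min RT fluorescence reads were collected.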
# PI4K2A block: qHTS for small molecular inhibitors of PI4K2A. AID 1346378, 2018. Phosphatidylinositol 4-kinase type 2-alpha (Homo sapiens), Q9BTU6. activity change, negative = inhibition, % at 76.9 µM. actives 0.13% (n = 420,000). purified PI4K2A, ADP-Glo luminescence, 1 h; hits give low values; in the data active = activity change below about -50%; inconclusive = mostly about -30% to -49%;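 also: -100% = wells without enzyme as full effect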
#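 Compounds are screened against recombinant PI4K2A using PI as substrate and ATP, the latter dispensed at 300 microM. Reactions run one hour at ambient temperature before ADP-Glo detection; full inhibition defined by wells lacking enzyme.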
# G9a block: qHTS Assay for Inhibitors of Histone Lysine Methyltransferase G9a; Histone-lysine N-methyltransferase EHMT2 (Homo sapiens), Q96KQ7; G9a H3K9 monomethylation, AlphaScreen, 2 h; Potency, µM (highest dose often 102 µM), without a hit: at the highest dose activity, negative = inhibition, most hits filed as inhibitors; actives 8.8% (n = 350,000); also: potency is read from the fitted curve at half-maximal effect; % is scaled to controls: 0 for no effect and ±100 for the full control effect; nearly all actives have a fitted effect of over 75% in size
#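 Readings reflect AlphaScreen signal from monomethyl-H3K9 antibody detection. HMT at 20 nM; substrate b-H3K9 500 nM; cofactor SAM 20 uM; 2 h RT reaction; compounds tested as titrations in qHTS with 15 min preincubation.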
# JMJD2A Tudor: qHTS Assay for Inhibitors of JMJD2A-Tudor Domain. actives 4.4% (n = 390,000). Potency, µM (series often up to 114 µM), without a hit: at the top dose activity change, negative = inhibition, actives largely listed as inhibitors. Lysine-specific demethylase 4A (Homo sapiens), O75164. AlphaScreen JMJD2A-Tudor / H3K4me3 peptide binding; also: potency is read from the fitted curve at half-maximal effect; % is scaled to controls: 0 for no effect and ±100 for the full control effect; nearly all actives have a fitted effect of over 50% in size
# Target sequence (O75164 whole entry, looked up, the tested form may be a part): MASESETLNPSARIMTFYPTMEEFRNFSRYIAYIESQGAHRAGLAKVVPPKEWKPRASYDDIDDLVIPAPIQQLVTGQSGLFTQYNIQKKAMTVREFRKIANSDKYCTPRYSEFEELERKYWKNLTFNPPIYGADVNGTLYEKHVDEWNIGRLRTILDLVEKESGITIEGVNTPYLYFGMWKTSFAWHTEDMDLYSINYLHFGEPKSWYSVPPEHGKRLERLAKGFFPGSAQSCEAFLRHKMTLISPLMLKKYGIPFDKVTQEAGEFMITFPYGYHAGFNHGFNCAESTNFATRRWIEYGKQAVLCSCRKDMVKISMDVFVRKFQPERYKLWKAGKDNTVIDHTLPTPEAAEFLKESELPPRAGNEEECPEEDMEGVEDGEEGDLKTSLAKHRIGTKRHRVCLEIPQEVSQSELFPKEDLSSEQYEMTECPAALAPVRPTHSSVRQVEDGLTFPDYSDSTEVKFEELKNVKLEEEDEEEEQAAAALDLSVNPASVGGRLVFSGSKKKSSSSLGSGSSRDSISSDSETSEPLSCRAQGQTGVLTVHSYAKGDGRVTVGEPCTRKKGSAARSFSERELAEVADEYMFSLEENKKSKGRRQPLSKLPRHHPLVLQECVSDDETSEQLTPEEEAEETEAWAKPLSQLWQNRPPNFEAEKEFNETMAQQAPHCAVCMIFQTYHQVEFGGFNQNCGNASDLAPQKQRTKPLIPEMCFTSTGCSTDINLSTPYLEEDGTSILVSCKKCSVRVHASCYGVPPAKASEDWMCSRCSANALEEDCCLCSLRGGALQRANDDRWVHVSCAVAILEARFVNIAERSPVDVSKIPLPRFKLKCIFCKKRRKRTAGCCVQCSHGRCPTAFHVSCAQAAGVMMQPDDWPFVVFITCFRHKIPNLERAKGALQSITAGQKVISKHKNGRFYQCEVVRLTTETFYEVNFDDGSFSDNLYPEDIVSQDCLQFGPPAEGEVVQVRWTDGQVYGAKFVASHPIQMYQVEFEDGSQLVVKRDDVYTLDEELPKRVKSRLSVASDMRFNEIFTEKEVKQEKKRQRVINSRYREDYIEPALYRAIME
# HP1b binding inh: HTS for Inhibitors of HP1-beta Chromodomain Interactions with Methylated Histone Tails; Chromobox protein homolog 1 (Homo sapiens), P83916; AlphaScreen HP1-beta / biotin-H3K9me3 peptide binding; Potency, µM (highest dose often 114 µM), for inactives: at the top dose activity change, negative = inhibition, most hits filed as inhibitors; actives 0.56% (n = 390,000); also: potency is read from the fitted curve at half-maximal effect; nearly all actives have a fitted effect of over 70% in size; inactives centre near 23
#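 HP1-beta protein (50 nM final) preincubated 30 min at room temperature with biotinylated H3(1-18)K9me3 peptide (50 nM) in PBS pH 7.4, 0.01% Tween-20, then compound added for 30 min. AlphaScreen streptavidin donor/nickel chelate acceptor beads (10 ug/mL final), 30 min dark, luminescence read.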
# The depositor's hits bear a star; i = inactive; ? = inconclusive; . = not tested or not shown; [ ] = another dose, or the depositor's remark. Unless noted, calls follow the shape of the dose curve; as a rule, active = well fitted curve in the direction sought with a large enough effect; inconclusive = small, poorly fitted or top-dose-only effect, or another doubt; inactive = no such curve, though single readings can be large; an effect the other way counts as inactive or inconclusive. Some of the compounds tested; rates above refer to the full screens.
SMILES,BAZ2B block,PGK inhibitor,POLH inh,Pin1 inh,GLS inhibitor,PI4K2A block,G9a block,JMJD2A Tudor,HP1b binding inh
O=C(CSCC(=O)N1CCCCC1)Nc1nc(-c2ccccc2)c(-c2ccccc2)s1,-36%,-8%,-17%,21%,1%,-1,?,-27%,14%
CCOCCCNC(=O)C(NC(=O)c1ccc(=O)[nH]c1)c1ccc(C)cc1 (stereo not drawn),1%,i,-7%,-10%,-6%,0,8%,-13%,24%
CCOC(=O)c1ccc(N2C(=O)c3n[nH]c(-c4cccs4)c3C2c2cccc(OC)c2)cc1 (stereo not drawn),.,i,-24%,14%,-6%,3,-27%[59 µM],?,20%
Cc1cc(NC(=O)CS(=O)(=O)c2ccc(Cl)cc2)no1,-14%,i,-11%,-2%,-2%,3,-7%,79µM*,27%
NC(=O)c1cnn(-c2ccc3ccccc3c2)c1N,-5%,-1%,-3%,-2%,-4%,-1,-1%,3%[57.1 µM],31%
c1coc(C2=Nc3cccc4cccc(c34)N2)c1,?,-4%,0%,?,0%,?,40µM*,-29%,?
CCOC(=O)Cn1c(=O)n(-c2cccc(Cl)c2)c2nc(-c3ccccc3Cl)nc(C(N)=O)c21,-17%,i,-9%,-2%,-18%,-5,2%[59 µM],-34%,17%[57 µM]
Oc1ccc(/C=N/Nc2cccc(Cl)n2)c(O)c1,?,-4%,-25%,3%,9%,-1,.,-27%,11%
CCc1ccc(NC(=O)c2cnn(-c3ccccc3)c2C2CCNCC2)cc1,.,i,-17%,-9%,0%,2,13%,-12%,40%[activator]
COCCNC(=O)/C(C#N)=C/c1c(N2CCN(C)CC2)nc2c(C)cccn2c1=O,4%,-9%,-16%,-15%,7%,5,14%[2.33 µM],-8%,38%
O=C(COC(=O)c1nc(Cl)ccc1Cl)NCCc1ccccc1,18%,-2%,-2%,0%,-3%,-3,-13%[12.7 µM],-2%,3%
CC1CCN(Cc2ccc(NC(=O)CC3Oc4ccccc4NC3=O)cc2)CC1 (stereo not drawn),9%,-2%,-1%,-7%,-3%,5,50µM*,-27%,34%
S=C(NCc1ccccc1)Nc1ccc(Cl)cc1,0%,i,-11%,1%,0%,10,-5%,6%,44%[activator]
N#Cc1ccccc1CCN1C(=O)c2ccccc2C1=O,30%,0%,-19%,-6%,0%,-1,.,-12%,40%[activator]
CN1C(=O)C2(c3ccccc31)N(C)CC(c1ccccc1)C21SC(=S)N(Cc2ccco2)C1=O (stereo not drawn),5%,-2%,-11%,0%,5%,-3,.,?,-14%
Fc1ccc(CO/N=C2\CCCc3nonc32)cc1,32%,12%,-2%,-2%,3%,-1,34%,38%[activator],65%[activator]
N#C/C(=C/c1ccccc1[N+](=O)[O-])C(=O)NCc1ccco1,?,-6%,-19%,?,-10%,8,-3%[59 µM],-24%,5%
COc1cccc(N2CCN(C(=S)Nc3ccc(C)cc3C)CC2)c1,8%,-3%,-5%,-2%,-11%,1,0%,5%,18%
O=C(Nc1ccccc1F)Nc1cc(Cl)ccc1-n1cncn1,4%,2%,13%,-11%,2%,-1,29%,-5%,6%
O=C(Nc1nc2c(c(=O)[nH]1)CCCC2)C1CC1,6%,5%,-9%,-4%,9%,1,0%[12.7 µM],-3%,30%
COc1cccc(Sc2cc(N3CCOCC3)nc(-c3ccccc3)n2)c1,-4%[57.1 µM],i,-17%,3%,-2%,-5,99%[activator],31%,97%[activator]
CSc1nnc(-c2ccccc2)c(-c2ccccc2)n1,-1%,-4%,-19%,1%,-6%,11,65%[activator][59 µM],23%,46%[activator]
Cc1cc(/C=C2\SC(=O)N(CC(=O)Nc3ccccc3F)C2=O)c(C)n1C,?,-6%,-16%,42%[activator],-5%,-6,-6%[59 µM],-4%,27%
O=C(CNC(=O)c1ccccc1)N/N=C/c1cn[nH]c1-c1ccccc1,-1%,-8%,0%,-5%,3%,-5,24%[59 µM],-2%,25%

# Three of these compounds in another layout:
Structure	BAZ2B block	PGK inhibitor	POLH inh	Pin1 inh	GLS inhibitor	PI4K2A block	G9a block	JMJD2A Tudor	HP1b binding inh
CC1CCN(Cc2ccc(NC(=O)CC3Oc4ccccc4NC3=O)cc2)CC1 (stereo not drawn)	9%	-2%	-1%	-7%	-3%	5	50µM*	-27%	34%
O=C(Nc1ccccc1F)Nc1cc(Cl)ccc1-n1cncn1	4%	2%	13%	-11%	2%	-1	29%	-5%	6%
N#Cc1ccccc1CCN1C(=O)c2ccccc2C1=O	30%	0%	-19%	-6%	0%	-1	.	-12%	40%[activator]

# Results in PGK inhibitor and GLS inhibitor (3 entries from above):
SMILES,PGK inhibitor,GLS inhibitor
CC1CCN(Cc2ccc(NC(=O)CC3Oc4ccccc4NC3=O)cc2)CC1 (stereo not drawn),-2%,-3%
N#Cc1ccccc1CCN1C(=O)c2ccccc2C1=O,0%,0%
Cc1cc(NC(=O)CS(=O)(=O)c2ccc(Cl)cc2)no1,i,-2%

# Screens: PubChem BioAssay, National Center for Advancing Translational Sciences (NCATS)
